STK33 inh – blocks human STK33 kinase activity. 320,000 tested, 0.073% active. purified STK33, MBP phosphorylation, ADP-Glo luminescence. Q9BYT3. inhibition, % at 10 µM;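 active means inhibition at or above 25%, using the most active replicate where run in duplicate; inactive means inhibition below 25%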
KCNQ2 inh – KCNQ2 potassium channel inhibitors, primary screen, cell-based, CHO-K1, FluxOR thallium flux, B-score (AID 2156); O88943; 20 min; active compounds read low; B-score at 10 µM; 310,000 tested, 1.1% active;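 active means fluorescence ratio B-score at most minus 3 library SDs, with starting brightness B-score within 2 library SDs, cut at about -5.5 in these data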
Target sequence (O88943 whole entry, looked up): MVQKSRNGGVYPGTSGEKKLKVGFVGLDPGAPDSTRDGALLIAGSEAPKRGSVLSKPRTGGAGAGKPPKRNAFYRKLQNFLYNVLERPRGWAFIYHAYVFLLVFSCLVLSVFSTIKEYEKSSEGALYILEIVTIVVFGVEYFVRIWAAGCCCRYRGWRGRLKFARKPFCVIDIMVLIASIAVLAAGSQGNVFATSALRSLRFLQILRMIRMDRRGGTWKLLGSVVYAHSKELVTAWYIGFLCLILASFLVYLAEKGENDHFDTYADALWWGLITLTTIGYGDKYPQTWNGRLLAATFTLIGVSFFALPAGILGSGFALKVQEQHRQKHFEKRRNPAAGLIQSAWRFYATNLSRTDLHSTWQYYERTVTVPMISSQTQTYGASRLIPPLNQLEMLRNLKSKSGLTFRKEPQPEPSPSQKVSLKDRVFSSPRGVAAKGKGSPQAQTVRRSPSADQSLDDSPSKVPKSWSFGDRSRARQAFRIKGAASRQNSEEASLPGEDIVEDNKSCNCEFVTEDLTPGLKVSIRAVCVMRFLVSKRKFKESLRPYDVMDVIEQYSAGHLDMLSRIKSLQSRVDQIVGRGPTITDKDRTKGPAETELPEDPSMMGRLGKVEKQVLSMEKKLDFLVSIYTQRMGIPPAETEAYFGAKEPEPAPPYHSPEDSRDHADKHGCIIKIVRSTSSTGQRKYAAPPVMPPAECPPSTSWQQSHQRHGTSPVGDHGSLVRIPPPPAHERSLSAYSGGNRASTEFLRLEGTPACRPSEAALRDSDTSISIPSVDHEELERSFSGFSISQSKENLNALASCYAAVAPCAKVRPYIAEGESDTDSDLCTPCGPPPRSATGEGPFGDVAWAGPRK
OX1R FRET antag – blocks the human orexin 1 receptor; O43613; OX1R-expressing cells, FRET antagonist read-out; inhibition, % at 6.6 µM; 330,000 tested, 1.8% active; in the data active means inhibition mostly above about 38%, no sharp cut-off; inactive means mostly below about 40%;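 further: 0% = agonist challenge alone and 100% = reference antagonist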
* hit, by the source's call; i = inactive; . = not tested or not shown.

Compound	STK33 inh	KCNQ2 inh	OX1R FRET antag
CCOc1ccc2oc(C(=O)N3CCN(Cc4ccccc4)CC3)c(C)c2c1	-2.2	i	11.7
O=C(c1ccccc1F)N1CCN(c2ccccn2)CC1	-0.7	i	.
Cc1ccc(S(=O)(=O)c2c(C)cc(C)nc2Cl)c(C)c1	-1.4	i	9.8
Cc1ccc(NC(=O)CN2C(=O)NC(C)(C3CC3)C2=O)c(C)c1 (stereo not drawn)	-1.3	.	-7.5
C=COCCNC(=S)N1CCOCCOCCN(C(=S)NCCOC=C)CCOCCOCC1	-2.0	i	-4.9
Nc1ccccc1C(=O)NC1CCCNC1=O (stereo not drawn)	-1.0	i	3.7
Cc1ccc(NC(=O)c2nccnc2C(=O)O)cc1C	-2.2	i	1.6
Cc1cc(C)n2c(SCC#N)nnc2n1	-2.5	i	6.4
O=C(Cc1nc2ccccc2[nH]1)c1cccc([N+](=O)[O-])c1	1.2	i	17.5
Cn1c(-c2cccc([N+](=O)[O-])c2)cnc1NCc1ccc(C#N)cc1	-0.7	i	29.3
CCOC(=O)c1[nH]c2ccccc2c1NC(=O)C(C)(C)C	-2.1	i	7.1
CC(C)N(C(=O)Cn1cc(SCC(N)=O)c2ccccc21)C(C)C	-0.6	i	4.7
Cc1cc2oc(=O)cc(CN3CCN(Cc4ccccc4)CC3)c2cc1O	0.3	i	4.9
COc1cccc(N2CC(C(=O)Nc3nnc(SCC(=O)N4CCOCC4)s3)CC2=O)c1 (stereo not drawn)	0.8	i	14.3
O=C(CSc1ccc(S(=O)(=O)N2CCOCC2)cn1)Nc1ccc(OC(F)F)cc1	0.6	.	9.7
COc1ccccc1NC(=O)C(C)OC(=O)Cc1n[nH]c(=O)c2ccccc12 (stereo not drawn)	0.2	i	4.0
CN(CCO)C(=O)CCC(=O)Nc1ccc(S(N)(=O)=O)cc1	1.3	i	3.4
CCn1c(CNC(=O)c2cccc(C)c2)nnc1SCC(=O)NC1CCCC1	-2.7	i	5.3
CCc1ccc2c(c1)c1nnc(NN)nc1n2C	-4.1	i	13.5
COc1cccc(-c2cc(C(=O)N3CCN(C(=O)c4ccco4)CC3)[nH]n2)c1	0.8	i	3.1
CC(=O)c1ccc(NC(=O)c2noc(C)c2[N+](=O)[O-])cc1	-0.3	i	10.0
COc1ccc(OCc2nnc(SCC(=O)N3CCOCC3)o2)cc1	-2.4	i	21.9
CCN(CC(=O)Nc1ccccc1C(F)(F)F)C(=O)CN1C(=O)NC2(CCCCC2)C1=O	-0.8	i	2.0
Cc1ccc(NC(=O)c2ccc(Cl)c(S(=O)(=O)NCc3ccco3)c2)c(O)c1	-0.8	.	12.6
CCOc1ccc(S(=O)(=O)NCCC(=O)N(CC)CC(=O)Nc2c(F)cccc2F)cc1	0.6	i	9.7
Cc1c(C(=O)N2CCOCC2)c(S(=O)(=O)Nc2cccc(Br)c2)c(C)n1C	12.6	i	16.3
CC(C)C(=O)O/N=C1\CCS(=O)(=O)c2sccc21	-2.6	i	10.7
CCC(=O)c1ccc(OCC(O)CN2CCOCC2)cc1 (stereo not drawn)	-4.1	i	10.2
O=C(Nc1cccnc1Cl)c1cc(-c2ccc(O)cc2)on1	0.4	i	8.3
NC(=NCCc1ccccc1)NS(=O)(=O)c1ccccc1	0.5	i	14.6
CCN(CC)S(=O)(=O)c1ccc(Cl)c(NC(=O)COC(=O)c2c(C)noc2C)c1	-2.1	i	12.5
COC(=O)c1ccc(NS(=O)(=O)c2cc3c4c(c2)CCN4C(=O)CC3)cc1	-0.6	i	23.4
CN(C)CCCN(C(=O)c1ccc(C(=O)c2ccccc2)cc1)c1nc2cc3c(cc2s1)OCCO3	-1.6	i	0.3
CC(C)CC(=O)NC(=S)Nc1ccc(S(=O)(=O)Nc2nccs2)cc1	-0.3	i	14.6
O=C(COC(=O)C1CC1)Nc1ccc2c(c1)OCO2	-0.2	i	11.5
CCOC(=O)C1(Cc2cccc(Cl)c2)CCCN(C(=O)c2cccc(C)n2)C1 (stereo not drawn)	0.9	i	14.9
CCNC(=O)CCn1nc(-c2ccc(Cl)cc2)c2ccccc2c1=O	1.7	i	26.9
CC(=O)CCn1c(=O)n(CCC(C)=O)c(=O)n(CCC(C)=O)c1=O	0.2	.	15.9
COc1cc(C(=O)OCC(=O)NC2CC2)ccc1OCCC(C)C	-0.7	.	10.4
CC12COC3(C(=O)Nc4ccc([N+](=O)[O-])cc4)CC1CCC32C (stereo not drawn)	-0.1	i	10.9
COC(=O)c1c(N)n(-c2ccc(NC(C)=O)cc2)c2nc3ccccc3nc12	-0.7	i	44.1
C=C1C(C(=O)Nc2ccc(OCC)cc2)C1C(=O)Nc1ccc(OCC)cc1 (stereo not drawn)	-0.9	i	5.7
NC1=NC(=O)/C(=C/c2cccc(-c3ccc(S(N)(=O)=O)cc3)c2)S1	-0.8	i	16.7
Cc1cccc(NC(=O)NNC(=O)c2cc(-c3ccccc3Cl)nc3ccccc23)c1	-1.0	i	82.8*
O=C(O)CC1c2ccccc2CCN1S(=O)(=O)c1cccs1 (stereo not drawn)	-1.9	i	13.4
O=C(CC1C(=O)NCCN1C/C=C/c1ccccc1)NCCc1ccncc1 (stereo not drawn)	2.1	i	7.7
Cc1nnc(SCCn2c(Br)nc3c2c(=O)[nH]c(=O)n3C)s1	-1.5	i	18.1
CC(=O)N1CCN(c2nc3ccc([N+](=O)[O-])cc3s2)CC1	0.6	i	54.4*
CCC(C)(C)n1nnnc1C(c1cccnc1)N1CCN(c2cccc(C(F)(F)F)c2)CC1 (stereo not drawn)	-1.1	i	17.8
CCCCN(CCCC)CCNC(=O)CN1C(=O)COc2ccc(S(=O)(=O)N3CCC(C)CC3)cc21	0.0	i	6.9
COc1ccc2c(-c3cccnc3)cc(=O)[nH]c2c1	-1.0	i	14.5
O=C(c1ccc(S(=O)(=O)N2CCCCCC2)cc1)N(c1ccccn1)C1CCCCC1	0.1	i	27.6
COc1ccc(C2(C)NC(=O)N(CC(=O)Nc3ccc4c(c3)OCO4)C2=O)cc1OC (stereo not drawn)	-0.6	i	9.9
COc1ccc(OC)c(C2C(C#N)=C(N)Oc3cc(C)[nH]c(=O)c32)c1 (stereo not drawn)	-0.9	i	13.2
COc1cc2c(cc1NC(=O)CCC(=O)O)oc1ccccc12	1.2	i	6.1
Cc1ccc(C(=O)N(CC(=O)NC2CCCCC2)c2ccccc2F)s1	-0.1	i	30.6
O=C(Nc1ccc(NC(=O)c2ccc(Cl)cc2Cl)cc1)c1cccs1	0.1	i	10.0
O=C(NCc1ccc2c(c1)OCO2)C1CC(c2ccc(Cl)cc2)=NO1 (stereo not drawn)	-0.6	i	22.5
Cc1ccc2[nH]c3c(c2c1)CCC3=O	-0.5	i	4.1
COc1ccc(OC)c(NC(=O)CSc2nc3ccccc3c(=O)n2CC2CCCO2)c1 (stereo not drawn)	0.5	i	22.0

Of the compounds above, these have fluorine:
Compound	STK33 inh	KCNQ2 inh	OX1R FRET antag
O=C(c1ccccc1F)N1CCN(c2ccccn2)CC1	-0.7	i	.
O=C(CSc1ccc(S(=O)(=O)N2CCOCC2)cn1)Nc1ccc(OC(F)F)cc1	0.6	.	9.7
CCN(CC(=O)Nc1ccccc1C(F)(F)F)C(=O)CN1C(=O)NC2(CCCCC2)C1=O	-0.8	i	2.0
CCOc1ccc(S(=O)(=O)NCCC(=O)N(CC)CC(=O)Nc2c(F)cccc2F)cc1	0.6	i	9.7
CCC(C)(C)n1nnnc1C(c1cccnc1)N1CCN(c2cccc(C(F)(F)F)c2)CC1 (stereo not drawn)	-1.1	i	17.8
Cc1ccc(C(=O)N(CC(=O)NC2CCCCC2)c2ccccc2F)s1	-0.1	i	30.6

Later entries
Compound	STK33 inh	KCNQ2 inh	OX1R FRET antag
COc1cc2c(cc1NC(=O)Cc1ccc(C)cc1)oc1ccccc12	0.1	i	22.7
O=C(CCC(=O)N1CCOc2ccccc21)Nc1ccccc1Br	-0.8	i	28.5
CCOc1cc(C2Nc3ccccc3NC3=C2C(=O)CC(C)(C)C3)ccc1O (stereo not drawn)	-1.4	i	10.8
CCOC(=O)C1CCCN(C(=S)Nc2cccc(Cl)c2)C1 (stereo not drawn)	0.4	i	5.7
CCN(c1ccccc1)S(=O)(=O)c1cc(C(=O)O)ccc1C	-0.6	i	8.9
CCC(C)[C@H](NC(=O)NCc1ccco1)C(=O)O (stereo partly drawn)	0.1	i	4.8
CCOc1ccccc1NC(=O)/C(C#N)=C/c1c(C)nn(-c2ccc(F)cc2)c1Cl	-2.2	i	7.5
CC(=O)Cc1nsc(NC(=O)c2ccc(-c3ccc(Cl)c(Cl)c3)o2)n1	-1.8	i	17.0
O=C(Nc1ccc(N2CCCCCC2)cc1)c1cccc(S(=O)(=O)N2CCOCC2)c1	2.7	.	5.8
O=C(CSc1ccc(-c2cccs2)nn1)N1CCCCC1	2.1	i	16.2
Cc1ncoc1C(=O)NC1CC(C)(C)Cc2c1cnn2-c1ccccc1 (stereo not drawn)	-0.7	i	.
Cc1noc(C)c1NC(=O)N(C)C[C@H]1Oc2ccc(NS(=O)(=O)c3ccc(F)cc3)cc2C(=O)N([C@H](C)CO)C[C@@H]1C	-0.9	.	9.2

Part of the list above, set out differently:
Below each SMILES: STK33 inh	KCNQ2 inh	OX1R FRET antag
CCOc1ccccc1NC(=O)/C(C#N)=C/c1c(C)nn(-c2ccc(F)cc2)c1Cl
→ -2.2	i	7.5
O=C(CSc1ccc(-c2cccs2)nn1)N1CCCCC1
→ 2.1	i	16.2

Continued:
Compound	STK33 inh	KCNQ2 inh	OX1R FRET antag
C/C=C/c1ccc(OCCCCOc2ccc(OC)cc2)c(OC)c1	-1.7	i	14.6
S=C(NCc1cccs1)Nc1cccc(Cl)c1Cl	2.9	i	26.4
CCOC(=O)[C@H](CCc1ccccc1)N[C@@H](C)C(=O)N1C(C(=O)O)C[C@@H]2CCC[C@@H]21 (stereo partly drawn)	-2.4	.	11.8
Cc1cc(C)cc(NC(=O)c2ccc(CNc3c(N4CCCC4)c(=O)c3=O)cc2)c1	-1.6	i	2.2
CCN(CC)S(=O)(=O)c1ccc2c(c1)N(CC(=O)NCc1ccccn1)C(=O)CO2	-0.4	i	14.2
O=S(=O)(c1ccc(Oc2ccc(Br)cc2F)nc1)N1CCCCC1	-0.9	i	-7.4
CC(O)CNc1nc2c(c(=O)n(Cc3ccccc3)c(=O)n2C)n1C (stereo not drawn)	-0.8	i	1.9
CC(=O)NCCCC(=O)NN1C(=S)N(Cc2ccccc2)C(=O)C1CC(=O)Nc1cccc(C)c1 (stereo not drawn)	-0.5	i	1.1
Cc1c(Cl)cccc1-n1ccnc1SCC(=O)O	0.5	i	-0.3
O=C(Nc1cccc(Cl)c1N1CCCCC1)c1ccc2c(c1)OCCO2	0.0	i	5.2
O=C(O)c1ccc(NC(=O)c2ccccc2NC(=O)c2cccc(F)c2)cc1	0.2	i	5.7
CCOc1ccc(CCNC(=O)c2ccc(OCc3c(C)noc3C)cc2)cc1OCC	-0.8	i	14.8
COc1cccc(CNC(=O)CCC(=O)N2CC(C)Oc3ccccc32)c1OC (stereo not drawn)	-1.7	i	8.5
O=c1c2ccccc2nc(CSc2nnnn2-c2ccccc2)n1-c1ccccc1Cl	0.7	i	7.8
Cc1cccc(-n2c(-c3csc(C)c3C)n[nH]c2=S)c1	-0.9	i	21.4
O=[N+]([O-])c1ccc(O)c(CN2CCCCCC2)c1	-1.9	i	18.1
Cc1cc(C(=O)Cn2nc(C(=O)O)c3ccccc3c2=O)c(C)n1-c1ccccc1	-1.8	i	24.3
Cc1ccc(N(C(=O)CCC(=O)Nc2ccccn2)C(C(=O)NC(C)C)c2ccc(F)cc2)cc1 (stereo not drawn)	1.0	i	20.4
CC(C)CN(CC(C)C)C(=O)Nc1cccc([N+](=O)[O-])c1	-0.6	i	19.2
Cc1ccc(C(=O)NNC(=O)C(C)Oc2ccccc2F)cc1S(=O)(=O)N1CCOCC1 (stereo not drawn)	-0.9	i	5.7
Cc1ccc(S(=O)(=O)NCCNc2ccc([N+](=O)[O-])cc2C(F)(F)F)cc1	0.1	i	12.2
COc1ccc(-c2nnc(SCC#N)o2)cc1	0.6	i	17.1
CCc1ccc(-c2nc(NC(=S)NC(=O)c3cccs3)sc2C)cc1	-0.4	i	10.7
COc1cc(C(=O)Oc2ccccc2/C=N/NC(=O)c2ccc(C)c(Cl)c2)cc(OC)c1OC	-0.7	i	14.8
COc1ccc(NC(=O)CSc2nc3ccccc3c(=O)n2CCC(=O)N2CCCCC2)cc1	-1.3	i	12.2
Cc1ccc(N2C(N)=NC(N)=NC23CCCC3)c(C)c1	-0.1	i	-0.3
C=CCc1cc(C=O)cc(OC)c1OCc1c(Cl)cccc1Cl	-0.5	i	11.3
COCCn1c(-c2cccc([N+](=O)[O-])c2)nc2c1c(=O)[nH]c(=O)n2Cc1ccccc1	0.4	i	10.8

Screening results as filed in PubChem.

Not a hit list; about 2.7% have a hit in one of these screens.
